BAP1 inh = inhibitors of BAP1 deubiquitinase, primary screen, biochemical, Ub-AMC fluorescence, kinetic. Ubiquitin carboxyl-terminal hydrolase BAP1 (Homo sapiens), Q92560. recombinant BAP1, Ub-AMC hydrolysis fluorescence kinetic; active compounds read low. activity remaining (% of control), % at 20 µM. hit rate 0.48% among 72,000. AID 436, 2006;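 active = activity remaining at or below 50% of control, provided the compound also passes the data quality filters; inactive = the rest, including low values that fail the filters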;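 also: 100% = DMSO wells rate and 0% = substrate alone blank rate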
HePTP inh = inhibitors of human HePTP phosphatase, primary screen, biochemical, absorbance, leukemia target; Tyrosine-protein phosphatase non-receptor type 7 (Homo sapiens), P35236; recombinant HePTP phosphatase activity, OD absorbance; inhibition, % at 20 µM; hit rate 0.64% among 110,000; AID 521, 2006; in the data active = inhibition above about 50%;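 also: plate controls were vehicle for no effect and reference inhibitor for full effect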
Target sequence (P35236 whole entry, looked up): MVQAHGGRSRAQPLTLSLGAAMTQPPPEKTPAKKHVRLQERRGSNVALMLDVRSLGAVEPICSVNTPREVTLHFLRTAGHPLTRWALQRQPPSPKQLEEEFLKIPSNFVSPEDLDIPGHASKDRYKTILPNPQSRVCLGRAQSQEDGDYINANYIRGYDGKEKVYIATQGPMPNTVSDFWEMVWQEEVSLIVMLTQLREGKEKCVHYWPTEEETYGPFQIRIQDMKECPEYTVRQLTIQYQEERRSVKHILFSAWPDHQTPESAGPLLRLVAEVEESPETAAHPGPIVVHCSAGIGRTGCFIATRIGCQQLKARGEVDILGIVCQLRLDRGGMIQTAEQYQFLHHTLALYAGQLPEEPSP
Starred values were filed as active, the others as inactive; nt = no result given; & = joins results of further samples.

SMILES | BAP1 inh | HePTP inh
Cc1sc(NC(=O)c2cc3ccccc3oc2=O)nc1-c1ccccc1 | 302 | nt
COc1ccc(NC(=O)c2oc3ccccc3c2NC(=O)c2ccco2)c(OC)c1 | 77 | 3
CC(C)c1ccc(OCC(O)CN2CCN(c3ccccc3)CC2)cc1 (centres undefined) | 101 | 5
COc1cc(C2C3=C(CC(C)(C)CC3=O)OC3=C2C(=O)CC(C)(C)C3)cc(Br)c1OCc1ccccc1 | nt | -1
COc1ccc(CN2CCN(C(=O)c3ccc(-c4ccccc4)cc3)CC2)c(OC)c1 | nt | 2
Cc1ccc(CNC(=O)C(=O)NCc2ccncc2)cc1 | nt | 7
O=c1c2ccccc2nnn1CSc1nnc(C2COc3ccccc3O2)n1-c1ccccc1 (centres undefined) | 67 | 1
CN1/C(=C\C(=O)Nc2ccc(Br)cc2)C(C)(C)c2ccccc21 | nt | -2
CCOc1ccc(C2N(c3ccc(OC)cc3)C(=O)C3CCCN32)cc1OC (centres undefined) | 97 | 5
O=C(c1ccc(N2CCN(C(=O)c3ccccc3)CC2)cc1)c1cccc(F)c1 | nt | 1
Cc1ccc(-c2nnc(NC(=O)c3cccs3)s2)cc1 | nt | 8
COc1ccc(/C=C2\C(=O)NC(=O)N(c3cccc(Br)c3)C2=O)c(OC)c1 | nt | 3
COc1ccc(OC)c(C(=O)CSc2nnc(-c3ccc(OC)c(OC)c3)o2)c1 | 70 | 6
O=C(c1ccccc1C(F)(F)F)N1CCN(S(=O)(=O)c2ccccc2)CC1 | 121 | 2
CCCOC(=O)CSc1nnc(-c2ccccc2Cl)o1 | 170 | 4
c1ccc(CCc2nn3c(Cc4ccccc4)nnc3s2)cc1 | 97 | 8
CCN(CC)CCNC(=O)Cn1c(-c2ccccn2)nc2ccccc21 | 156 | 6
CCCC(=O)N=C1SC2CS(=O)(=O)CC2N1c1ccc(C(C)=O)cc1 (centres undefined) | 140 | -4
COc1nc(-c2ccccc2)cc(-c2ccccc2)n1 | 88 | 3
Cc1csc(-c2cc3ccc(O)c(CN4CC5(C)CC4CC(C)(C)C5)c3oc2=O)n1 (centres undefined) | nt | 76*
Cc1ccc(C(=O)c2sc3nc(N)c(C#N)c(-c4ccc(C(C)C)cc4)c3c2N)cc1 | 74 | nt
C=CCn1cc(C(=O)NCc2cccnc2)c(=O)c2cc(S(=O)(=O)N(CC)CC)ccc21 | 92 | -5
c1ccc(OCc2nc(-c3ccccc3)no2)cc1 | 73 | -10
N#CCCn1cc(/C=C2/NC(=S)N(c3ccc(-c4ccccc4)cc3)C2=O)c(-c2ccccc2)n1 | nt | 4
O=C(NC(=S)Nc1ccc([N+](=O)[O-])cc1)c1ccco1 | nt | -10

Continued.
SMILES | BAP1 inh | HePTP inh
Cc1cc(C(=O)CN2CC(C)OC(C)C2)c(C)n1-c1ccccc1 (centres undefined) | 103 | 8
CC(C)(C)n1c(=O)[nH]c2c(c1=O)CCC2 | 94&154 | 10
O=C(NCc1cccnc1)c1cccc(S(=O)(=O)N2CCOCC2)c1 | 104 | 2
COc1ccc(-c2cc(C(F)(F)F)nc(N3CCN(C)CC3)n2)cc1 | nt | -4
CCCCOc1ccc(C2C3CN(C(=O)OCC)CC=C3C(C#N)=C(N)C2(C#N)C#N)cc1OC (centres undefined) | 120 | 1
COc1cc2c(cc1OC)CN(CC(=O)NC(=O)NCc1ccco1)CC2 | 131 | 9
O=C1c2ccccc2C(=O)C1(Nc1ccc2c(c1)oc1ccccc12)c1ccccc1 | nt | 2
O=C1c2ccccc2C(=O)N1C/C=C/CN1C(=O)c2ccccc2C1=O | 105 | 4&-11
CC12CC(c3ccccc3O1)C(C(=O)N1CCOCC1)C(=O)N2 (centres undefined) | 100 | -1
O=P(O)(CN1CCCCCC1)CN1CCCCCC1 | 84 | 12
Cc1ccccc1Cn1c(=O)n(Cc2ccco2)c(=O)c2ccccc21 | 90 | 2
COCCNC(=O)CN(C(=O)CCC(=O)Nc1ccccn1)c1ccc(F)c(Cl)c1 | 88 | 3
CCCCOc1ccc(NC(=O)C2CC=CCC2C(=O)O)cc1 (centres undefined) | 101 | -7&6
COC(=O)[C@@H](NC(=O)Nc1ccc(C(C)=O)cc1)C(C)C | 98 | -8
CC(C)c1ccc(NC(=O)N2CCC(c3nc4ccccc4o3)CC2)cc1 | 90 | 4
COC(=O)C1=C(C)NC2=C(C(=O)CC(c3ccccc3)C2)C1c1ccc(O)c([N+](=O)[O-])c1 (centres undefined) | nt | 4
COc1cc2[nH]c(=O)n(CCCCCC(=O)N3CCN(c4ccccc4)CC3)c(=O)c2cc1OC | nt | 9
Cc1cc2n(n1)C(c1ccc(O)cc1)Nc1ccccc1-2 (centres undefined) | 68 | 8
CC(=O)N(/C=C1\Sc2ccccc2C1=O)c1ccc(C)cc1 | nt | 12
O=C(CCN1C(=O)/C(=C/c2ccccc2)SC1=S)Nc1ncc(Cc2ccccc2Cl)s1 | nt | 12
CCOC(=O)c1ccc(NC2=NC(C)(C)Cc3ccccc32)cc1 | 139 | -4
COc1ccc(C2(CNC(=O)c3cc4ccccc4o3)CCCC2)cc1OC | nt | -5
COc1cc(/C=N/n2cnnc2)c([N+](=O)[O-])cc1OCCC(C)C | nt | 6
CCOC(=O)Oc1ccc2oc(C)c(C(=O)OCCOC)c2c1 | 111 | 4
CN1C2CC(OC(=O)[C@H](CO)c3ccccc3)CC1C1OC12 (some centres undefined) | 94 | nt

(cont.)
SMILES | BAP1 inh | HePTP inh
C=CCN1C(=O)/C(=C\c2cc(Cl)c(OCc3ccccc3F)c(OC)c2)SC1=S | nt | 0
NC(=O)NC(c1ccccc1)c1cccnc1 (centres undefined) | nt | -3
CCN1C(=O)/C(=C/c2ccc(OC(=O)c3cccc(C)c3)c(OC)c2)SC1=S | nt | -4
CCOC(=O)/C(C#N)=C1/CCCCCN1C | 103 | 5
CNC(=O)c1cc2c(=O)n3cc(C)ccc3nc2n(Cc2ccco2)c1=N | nt | 10
CC(NS(=O)(=O)c1ccc(Cl)cc1)c1ccccc1 (centres undefined) | nt | 3
CN1C(=O)C(C)(C)N(Cc2ccccc2)c2ccccc21 | 76 | nt
COc1ccc(NC(=O)C2=C(C)C(=O)OC23CCC(C)CC3)c(OC)c1 (centres undefined) | 97 | 9
COc1cccc(/C=N/Nc2nc3nonc3nc2Nc2cccc(C)c2C)c1O | nt | -2
CCc1c(C#N)c(N)nc(SCC(=O)c2ccc(-c3ccccc3)cc2)c1C#N | nt | -2
COc1ccc(C2C(C(C)=O)=C(O)C(=O)N2CC2CCCO2)cc1OC (centres undefined) | nt | -14
COc1cc(OC)c(C2SCCN2C(=O)c2cc3ccccc3oc2=O)cc1OC (centres undefined) | 86 | nt
Cc1cc(C(=O)Nc2ccc3c(c2)OCO3)cs1 | 80 | 6
CSCCC(NC(=O)c1ccccc1)C(=O)NC1CCCC1 (centres undefined) | 102 | 4
Cc1ccc(-n2nc(C)c(C3C(C#N)=C(N)OC4=C3C(=O)CCC4)c2Cl)cc1 (centres undefined) | 83 | 9
COc1ccc(Cl)cc1C(=O)Nn1cnc2ccccc2c1=O | 114 | 4
Cc1ccc2[nH]cc(C(=O)CN3CCN(c4ccccn4)CC3)c2c1 | 87 | 11
COc1ccc(Nc2nc(C)cc(C)c2C#N)cc1OC | 100 | 5
COc1ccc(C2C(C#N)=C(C)NC3=C2C(=O)c2ccccc23)cc1 (centres undefined) | 113 | 1
CN1CCN(c2nc3ccccn3c(=O)c2/C=C2\SC(=S)N(CCc3ccccc3)C2=O)CC1 | nt | 5
COc1ccccc1S(=O)(=O)Cc1ccc(C(=O)N2CCN(c3cccc(Cl)c3)CC2)o1 | 99 | -2
CCCn1c2ccccc2c2nnc(SCC(=O)OC)nc21 | 92 | 0
O=C(Nc1ccc2oc(-c3ccc(Br)cc3)nc2c1)c1ccc(Cl)cc1 | 86 | nt
Cc1ccc(-c2nc3ncccc3o2)cc1NC(=O)c1cccc2c(Br)cccc12 | nt | 11
CCOc1ccccc1N(CC(=O)Nc1ccccc1CC)S(=O)(=O)c1ccccc1 | nt | 7

Next section
SMILES | BAP1 inh | HePTP inh
COc1cc(C2OCC3(CCC4(COC(c5ccc(O)c(OC)c5)OC4)C3=O)CO2)ccc1O (centres undefined) | nt | 4
CCOC(=O)CSc1nc2cc(C(=O)NCc3ccco3)ccc2c(=O)n1C1CCCCC1 | 61 | 10
COc1ccc(OC)c(C2NC(=S)NC(C)=C2C(=O)Nc2ccc(C)cc2)c1 (centres undefined) | nt | -7
CCN(CC)S(=O)(=O)c1ccc(C(=O)Nc2ccc(OCC(=O)N3CCOCC3)cc2)cc1 | 94 | 7
O=C(Nc1ccccc1-c1nc2ccccc2[nH]1)c1ccc(Cl)cc1Cl | nt | -4
Cc1cc(NC(=O)CSc2nnc3c(C)cc4ccccc4n23)no1 | 78 | -6
Cc1ccc(C)n1CCN1CCN(CC(=O)Nc2cc(C(F)(F)F)ccc2Cl)CC1 | 109 | 9
COC(=O)c1cc(OC)c(OC)cc1NC(=O)c1c(-c2ccccc2Cl)noc1C | 103 | 5
COCC(=O)NCc1ccc2c(c1)OCO2 | 117 | 3
CCCC(=O)N1CC(=O)Nc2ccc(F)cc2C1c1ccccc1 (centres undefined) | 84 | 3
Nn1c(Nc2ccccc2)nc2ccccc2c1=O | 102 | 0&-12
Clc1ccc(OCc2nc(-c3ccncc3)no2)c(Br)c1 | 94 | 10
COC(=O)c1cc(NC(=O)C(Sc2ccccc2)c2ccccc2)cc(C(=O)OC)c1 (centres undefined) | nt | -2
CCCNc1ncnc2sc(C)c(C)c12 | 97 | 4
O=C(NC(NC(=S)Nc1ccccc1[N+](=O)[O-])C(Cl)(Cl)Cl)c1ccco1 (centres undefined) | nt | 3
N#C/C(=C\c1ccco1)C(=O)Nc1ccc(F)cc1 | nt | -25
O=S(=O)(Nc1ccc(Cl)cc1Cl)c1ccc2ccccc2c1 | nt | 10
Cn1c(=O)c2c(nc(SCC(=O)O)n2C)n(C)c1=O | nt | 6
O=C(c1cc2ccccc2o1)N1CCN(c2ccccc2Cl)CC1 | 73 | 3
S=c1[nH]ncn1-c1ccccn1 | 115 | -4
COc1ccc(-c2cc(C(=O)NCc3ccccc3)c3ccccc3n2)cc1 | nt | -7
COc1ccc(Cl)c(Cn2c(NCCCN(C)C)nc3c2c(=O)n(C)c(=O)n3C)c1 | 124 | 7
COc1cc(-c2ncnn2-c2ccc(F)c([N+](=O)[O-])c2)ccc1OCc1ccccc1 | nt | 8
CCOC(=O)CSc1nnc(NC(=O)c2cccc(S(=O)(=O)N3CCCC3)c2)s1 | 95 | -15
O=C(O)c1ccccc1SCCSc1ccccc1C(=O)O | nt | 7

Next section.
SMILES | BAP1 inh | HePTP inh
CCOC(=O)c1c(C)[nH]c(C(=O)OCC(=O)N2CC(C)OC(C)C2)c1C (centres undefined) | 91 | 4
O=C(COc1ccc2ccccc2c1CN1CCOCC1)N1CCc2ccccc21 | 115 | 6
COCCCNc1ncnc2nc[nH]c12 | 92 | -4
O=C(COc1ccc(C2CCCCC2)cc1)Nc1cc(C(=O)O)cc(C(=O)O)c1 | nt | 2
COc1ccc(NC(=O)c2nn3c(c2Br)NC(c2ccc(Br)o2)CC3C(F)(F)F)c(OC)c1 (centres undefined) | 69 | nt
CCc1c(C)nc2c(Cl)cccc2c1SCC(=O)O | nt | -16
CCOC(=O)Cn1c(N)c(C(=O)OC)sc1=S | 80 | 2
O=C1C2C3c4ccccc4C(c4ccccc43)C2C(=O)N1c1ccccc1F (centres undefined) | 89 | nt
Cn1c(SCc2nc3ccccc3s2)nnc1-c1ccc2c(c1)OCO2 | 78 | 1
CSc1ccc(S(=O)(=O)NCCSc2ccccn2)cc1 | nt | 0
NC1=NC(=O)C(Cc2ccccc2)S1 (centres undefined) | nt | -15
Cn1c(=O)[nH]c(=O)c2c1nc(CN1CCOCC1)n2CCCO | 92 | 11
CCSc1nnc(-c2ccc(S(=O)(=O)N3CCCC3)cc2)n1C | 104 | 1
O=C1c2ccccc2C(=O)c2c1nc1n2CCOC1 | nt | 9
C(=N\N1CCN(c2ccccn2)CC1)/c1ccc2c(c1)OCO2 | nt | -1
O=C(NCCOc1ccccc1F)c1ccccc1SCc1ccc(F)cc1 | nt | 4
CSc1ccccc1NC(=O)c1ccco1 | 65 | 0
